RXFP1 agonist: RXFP1 (human) receptor agonism; Q9HBX9; HEK293T-RXFP1 cAMP TR-FRET, 30 min; response scale: percent of porcine relaxin response, buffer zero; Potency, µM (highest dose often 57.5 µM), inactives show top-dose activation, most hits filed as activators; 0.3% of 370,000 active; AID 2676; note: % is set by controls: 0 for no effect and ±100 for the full control effect; nearly all actives have a fitted effect of over 60% in size; many of its hits are not listed in these tables
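HEK293 cells stably expressing RXFP1, treated 30 min at 37C with compounds plus PDE4 inhibitor Ro 20174; cAMP measured by HTRF TR-FRET. Normalized to buffer and 29 nM porcine relaxin; EC50 by Hill fit.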
Vif-APOBEC3F blk: inhibitors of Vif-A3F interaction; HeLa A3F-eYFP + Vif (tagged APOBEC3F with the HIV-1 protein that degrades it), YFP fluorescence increase; Potency, µM (top dose mostly 46.1 µM), for the others: at the highest dose activity, negative = active; 0.2% of 390,000 active; note: % of control where 0% means no effect; nearly all actives have a fitted effect of over 65% in size
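HeLa cells stably expressing A3F-eYFP plus Vif, plated and incubated overnight at 37 deg C, then exposed to compounds overnight at 37 deg C. Blocked degradation read as raised yellow fluorescence (Ex 488/Em 500-530).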
12-LOX inh: blocks human arachidonate 12S-lipoxygenase; purified 12hLO, xylenol orange hydroperoxide absorbance; Potency, µM (series often up to 108 µM), for inactives: at the highest dose activity change, negative = inhibition, hits mostly inhibitors; 1.1% of 580,000 active; note: % is set by controls: 0 for no effect and ±100 for the full control effect
Target sequence (P18054 whole entry, looked up): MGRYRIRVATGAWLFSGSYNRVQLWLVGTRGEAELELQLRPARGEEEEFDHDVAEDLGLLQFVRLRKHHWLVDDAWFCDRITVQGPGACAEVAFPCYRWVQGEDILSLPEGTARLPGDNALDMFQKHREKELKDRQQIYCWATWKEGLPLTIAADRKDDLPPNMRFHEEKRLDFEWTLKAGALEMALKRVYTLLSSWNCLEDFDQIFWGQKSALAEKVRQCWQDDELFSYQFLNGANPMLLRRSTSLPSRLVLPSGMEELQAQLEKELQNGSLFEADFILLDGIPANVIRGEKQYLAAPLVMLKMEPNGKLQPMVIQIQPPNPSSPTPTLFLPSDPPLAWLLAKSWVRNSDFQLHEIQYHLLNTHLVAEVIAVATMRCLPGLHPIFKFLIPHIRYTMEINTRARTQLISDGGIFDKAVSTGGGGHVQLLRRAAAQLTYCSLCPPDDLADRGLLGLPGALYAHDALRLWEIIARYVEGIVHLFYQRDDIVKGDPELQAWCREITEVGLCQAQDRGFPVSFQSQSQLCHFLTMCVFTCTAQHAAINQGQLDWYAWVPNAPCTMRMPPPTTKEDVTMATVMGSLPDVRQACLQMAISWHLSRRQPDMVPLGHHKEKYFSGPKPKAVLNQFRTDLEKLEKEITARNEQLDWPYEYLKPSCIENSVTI
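Hydroperoxide product was detected by ferrous iron/xylenol orange as the 573 to 405 nm absorbance ratio. Arachidonic acid at 40 uM (final) was turned over for 30 min at room temperature by 150 nM human 12hLO, pH 7.0 Hepes buffer, after 15 min compound preincubation.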
TrxR1 substrate: substrates of rat thioredoxin reductase 1 | O89049 | purified TrxR1 substrate turnover, NADPH consumption readout | Potency, µM (series often up to 114 µM), inactives show top-dose activity change, negative = substrate turnover | 0.01% of 390,000 active | AID 588456; note: % is set by controls: 0 for no effect and ±100 for the full control effect; nearly all actives have a fitted effect of over 50% in size
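Rat TrxR1, dispensed at 90 nM, was prereduced with 400 uM NADPH (final) for 5 min at ~22 deg C, then incubated with compound 15 min before 400 uM selenite. A first-read NADPH fluorescence drop versus no-compound background flagged substrates.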
USP1 inh: inhibitors of human USP1/UAF1 deubiquitinase; AID 743255; 0.23% of 390,000 active; recombinant USP1/UAF1, Ub-Rhodamine cleavage fluorescence; O94782; Potency, µM (series often up to 57.1 µM), for the others: at the top dose activity change, negative = inhibition, most hits filed as inhibitors; note: % is set by controls: 0 for no effect and ±100 for the full control effect; nearly all actives have a fitted effect of over 60% in size; inactives centre near -12
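1 nM enzyme complex + cpd, 15 min RT; start with Ub-Rho 150nM final; kinetic fluorescence ex 480/em 540, 6 reads q60 s. Buffer 50mM HEPES pH 7.8, 0.5mM EDTA, 0.1 mg/ml BSA, 1mM TCEP, 0.01% Tween-20.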
rTrxR1 inhibitor: blocks rat thioredoxin reductase 1 | O89049 | recombinant rTrxR1, NADPH fluorescence consumption, selenite substrate | Potency, µM (doses to about 114 µM), without a hit: top-dose activity change, negative = inhibition, usual class: inhibitors | 1% of 390,000 active | AID 588453; note: % is set by controls: 0 for no effect and ±100 for the full control effect; nearly all actives have a fitted effect of over 65% in size
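Rat TrxR1 (90 nM in the dispensed reagent) was pre-reduced with 400 uM NADPH for 5 min at room temperature, then incubated with compound for 15 min. After 400 uM selenite was added, NADPH fluorescence (Ex 340/Em 450 nm) was followed for 8 min.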
RGS4 inh: inhibitors of human regulator of G protein signaling 4; P49798; Transcreener GDP fluorescence polarization, RGS4-accelerated GTP hydrolysis; Potency, µM (highest dose often 114 µM), for inactives: at the top dose activity change, negative = inhibition, actives largely listed as inhibitors; 0.039% of 390,000 active; AID 504845; note: % is set by controls: 0 for no effect and ±100 for the full control effect; nearly all actives have a fitted effect of over 75% in size; some results filed as inactive show a strong effect at the top dose
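MLSMR compounds (23 nl, pin-transferred) preincubated 10 min at room temperature with a 500nM (2x) first reagent, then RGS4 at 900nM (2x) plus Transcreener GDP mix added; fluorescence polarization (620/688 nm) read before and after 90 min at 30 °C.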
Vif-APOBEC3G blk: blocks the Vif interaction with human APOBEC3G; Potency, µM (doses to about 46.1 µM), without a hit: at the highest dose activity, negative = active, usual class: inhibitors; HeLa A3G-eYFP + Vif (tagged APOBEC3G with the HIV-1 protein that degrades it), YFP fluorescence, overnight; Q9HC16; 0.076% of 410,000 active;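 note: % is set by controls: 0 for no effect and ±100 for the full control effect; nearly all actives have a fitted effect of over 60% in size; hits raise eYFP signal because A3G escapes Vif-driven loss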
Target sequence (Q9HC16 whole entry, looked up): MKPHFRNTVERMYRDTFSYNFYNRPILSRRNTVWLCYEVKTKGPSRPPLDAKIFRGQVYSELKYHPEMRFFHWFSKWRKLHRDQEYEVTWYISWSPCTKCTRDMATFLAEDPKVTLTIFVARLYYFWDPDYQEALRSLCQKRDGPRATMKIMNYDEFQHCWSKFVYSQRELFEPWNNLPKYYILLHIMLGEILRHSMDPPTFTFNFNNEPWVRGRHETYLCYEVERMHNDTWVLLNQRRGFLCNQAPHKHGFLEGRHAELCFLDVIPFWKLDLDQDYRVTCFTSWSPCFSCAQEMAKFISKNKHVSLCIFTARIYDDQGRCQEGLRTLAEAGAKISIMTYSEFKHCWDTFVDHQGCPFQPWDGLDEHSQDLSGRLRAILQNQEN
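HeLa cells stably expressing Vif and C-terminally eYFP-tagged A3G, seeded overnight at 37 deg C, then exposed to compound by pintool overnight at 37 deg C. Rise in yellow fluorescence (Ex 488/Em 500-530, Acumen) marks blocked Vif-driven A3G degradation.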
mIDH1 inhibitor: blocks human mutant IDH1 R132H enzyme | Potency, µM (titrated, usually from 76.6 µM), inactives show at the top dose activity change, negative = inhibition, usual class: inhibitors | AID 602179 | 0.093% of 390,000 active | O75874 | IDH1-R132H enzyme, NADPH consumption, diaphorase/resazurin fluorescence; note: % is set by controls: 0 for no effect and ±100 for the full control effect; nearly all actives have a fitted effect of over 65% in size
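IDH1-R132H (0.5 ug/mL) preincubated 30 min with compound, then NADPH (0.016 mM) and alpha-KG (2 mM) added; 80 min at RT, pH 7.5. Remaining NADPH coupled via diaphorase/resazurin to fluorescence (540/590 nm); concentration-response curves normalized to no-enzyme control.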
Active calls of the source: *; i = inactive; ? = inconclusive; / = no result given; & = joins results of further samples; [ ] = dose if it differs, or a comment. Calls come from the whole dose curve; as a rule, active = well fitted curve in the direction sought with a large enough effect; inconclusive = small, poorly fitted or top-dose-only effect, or another doubt; inactive = no such curve, though single readings can be large; an effect the other way counts as inactive or inconclusive. Potency is the fitted concentration of half-maximal effect. Only part of the results is shown (hit frequency here may not be typical).

SMILES	RXFP1 agonist	Vif-APOBEC3F blk	12-LOX inh	TrxR1 substrate	USP1 inh	rTrxR1 inhibitor	RGS4 inh	Vif-APOBEC3G blk	mIDH1 inhibitor
Cc1ccc(N(Cc2ccc([N+](=O)[O-])cc2)C(=O)c2ccco2)cc1	0.0%	-6.3%	0.0%	4.6%[57.1 µM]	-23.1%	7.1%[57.1 µM]	24.7%[11.4 µM]	-3.7%	1.1%
C=CCOc1cccc(/C=N/NC(=O)CN2CCCCC2)c1	-0.6%	-2.5%	0.0%	-2.3%	-22.2%	17.8%	6.3%	1.7%	-4.0%
CC(=O)c1cccc(NC(=O)CSc2ccc(-c3sc(C)nc3C)nn2)c1	13.7%	-0.2%	0.0%	-8.8%	-15.5%	-12.7%	-25.0%	-11.3%	7.1%
O=C(Nc1ccc(Cl)cc1Cl)c1ccc2c(=O)n3c(nc2c1)CCC3	1.4%	0.1%	-22.7%	-4.2%	-10.4%	-11.2%	1.8%	-7.1%	2.3%
O=C(NNC(=O)C1CCN(Cc2cccc(F)c2)CC1)c1cccs1	-1.9%	-8.3%	-8.1%	14.2%[57.1 µM]	-18.3%	16.0%[57.1 µM]	1.0%	0.8%	0.4%
Cn1c(=O)c2c(nc(Oc3ccccc3N)n2C)n(C)c1=O	6.3%	-1.8%	-3.4%	10.6%	-25.3%	36.0%	-1.3%	-5.2%	-0.9%
O=C1NC(c2ccccc2)=NC1(Nc1ccccn1)C(F)(F)F (stereo not given)	2.1%	7.7%	-8.6%	1.5%[57.1 µM]	-4.6%	12.8%[57.1 µM]	-9.9%	0.5%	3.3%
Cc1nn(Cc2ccccc2)c(Cl)c1/C=N/NC(=O)CNc1cccc(C(F)(F)F)c1	0.4%	-18.2%	8.9%	-2.8%	-6.5%	-6.8%	-34.1%	-6.8%	1.8%
CC1(NC(=O)c2ccccc2)CCN(CCc2cccs2)C1=O (stereo not given)	1.5%	-1.8%	7.6%	-11.0%	-24.0%	-11.0%	0.8%	3.3%	17.5%
CC(C)SCc1nc2ccccc2[nH]1	-0.5%	/	3.7%	10.2%	-6.3%	14.4%	-28.3%	1.9%	-1.9%
COc1ccc(-n2c(=S)[nH]c3cc(C(=O)Nc4ccccc4OC)ccc3c2=O)c(OC)c1	-1.2%	-2.7%	?	-5.3%	-25.4%	2.7%	-17.2%	5.9%	-3.5%
CC(OC(=O)Cc1ccsc1)C(=O)Nc1ccc(C(N)=O)cc1 (stereo not given)	1.3%	7.7%	5.1%	0.4%	-9.5%	4.5%	-22.5%	-0.8%	-0.4%
O=C(N/C(=C/c1ccc(Br)cc1)C(=O)N1CCOCC1)c1cccs1	-3.0%	2.8%	-1.7%	-4.3%	?	-6.4%[57.1 µM]	10.0%	-7.4%	-3.4%
Cc1noc(C)c1Cn1nc(C(=O)O)c2ccccc2c1=O	5.0%	-0.9%	1.4%	6.3%[57.1 µM]	-16.2%	12.3%[57.1 µM]	6.7%	-3.2%	2.2%
COc1cccc(C(=O)Nc2nnc(SCC(=O)Nc3ccc(NC(C)=O)cc3)s2)c1	1.2%	-14.9%	-6.7%	4.5%	-12.2%	10.5%	-18.0%	-4.6%	16.3%

Two successive entries from above, for reference:
SMILES	RXFP1 agonist	Vif-APOBEC3F blk	12-LOX inh	TrxR1 substrate	USP1 inh	rTrxR1 inhibitor	RGS4 inh	Vif-APOBEC3G blk	mIDH1 inhibitor
Cc1noc(C)c1Cn1nc(C(=O)O)c2ccccc2c1=O	5.0%	-0.9%	1.4%	6.3%[57.1 µM]	-16.2%	12.3%[57.1 µM]	6.7%	-3.2%	2.2%
COc1cccc(C(=O)Nc2nnc(SCC(=O)Nc3ccc(NC(C)=O)cc3)s2)c1	1.2%	-14.9%	-6.7%	4.5%	-12.2%	10.5%	-18.0%	-4.6%	16.3%

Continued.
SMILES	RXFP1 agonist	Vif-APOBEC3F blk	12-LOX inh	TrxR1 substrate	USP1 inh	rTrxR1 inhibitor	RGS4 inh	Vif-APOBEC3G blk	mIDH1 inhibitor
Cc1ccc(S(=O)(=O)N2CCOCC2)cc1NC(=O)CSc1nnnn1C1CC1	/	-2.6%	-39.7%	/	-20.0%	/	/	2.3%	-1.4%
CC(=O)N1CCc2cc(Br)cc(S(=O)(=O)N3CCN(c4ccccn4)CC3)c21	0.2%	-4.9%	74.2%[activator]	0.9%	-20.0%	11.4%	?	2.6%	9.8%
CCS(=O)(=O)Nc1cccc(C2=NN(S(=O)(=O)c3ccc(F)cc3)C(c3cccs3)C2)c1 (stereo not given)	0.5%	14.2%	8.3%	-24.4%[57.1 µM]	-20.0%	4.5%[57.1 µM]	-21.1%	0.1%	1.0%
COc1ccc(S(=O)(=O)N2CCCCCC2)cc1NC(=O)Cc1cc(OC)c(OC)c(OC)c1	0.5%	-4.6%	18.7%	-6.7%	-17.0%	-0.1%	-4.9%	-2.5%	1.4%
Cc1ccc(C2=C/C(=C/c3cccnc3)C(=O)O2)c(C)c1	0.0%	2.0%	?	0.9%	-15.1%	-19.0%	-46.9%	1.6%	4.5%
COc1ccc(NC(=O)Nc2nnc(C(C)(C)C)s2)cc1	2.0%	11.2%	?	-7.4%	-10.1%	4.0%	37.6%	-1.6%	1.5%
COc1ccccc1C(=O)O/N=C(/c1ccncc1)c1ccc([N+](=O)[O-])cc1	2.2%	0.4%	-1.1%	-6.9%	-13.8%	-6.9%	18.8%	-1.6%	-0.8%
Cc1ccnc(NC(=O)CCc2c[nH]c3ccccc23)c1	1.4%	2.4%	249.8%[activator]	-2.9%	-6.3%	14.4%	46.6%	-0.7%	-10.6%
CCc1nc(NC(=O)c2sc(C)nc2C)sc1C(=O)OC	0.7%	12.6%	5.5%	-8.6%	-14.3%	7.0%	18.0%	-11.0%	16.0%
COc1ccc(Cl)cc1C(=O)Nc1cccc(-c2ccc3nncn3n2)c1	0.1%	-4.9%	2.3%	3.9%	-23.2%	8.2%	-25.2%[11.4 µM]	-8.6%	-1.2%
CCCCn1c(N)c(N(CCOC)C(=O)c2c(CC)noc2C)c(=O)[nH]c1=O	-1.4%	3.7%	21.1%	-5.0%	-13.5%	5.9%	14.8%	1.9%	0.0%
OCCCNCc1ccc(-c2ccccc2)cc1	0.2%	-1.4%	-3.5%&-12.0%	3.5%[57.1 µM]	-12.9%	26.8%[57.1 µM]	-6.4%	1.7%	5.5%
CCC[C@@H](CN1CCC[C@H]1CN1C(N)=NC[C@H]1CC(C)C)N1C[C@@H](Cc2ccccc2)N(CCc2ccc(Cl)c(Cl)c2)C1=N	/	1.2%	i	4.3%	-11.1%	13.9%	4.9%	0.0%	6.9%
Cc1ccc(CNC(=O)C2CCC(=O)N(Cc3cccc(C(F)(F)F)c3)C2)o1 (stereo not given)	/	4.9%	-14.6%	8.0%	-15.4%	35.5µM*	-36.9%	-0.8%	-1.1%
Cc1cccc(C)c1NC(=O)CSc1nnc(-c2ccoc2C)n1CCc1ccccc1	0.2%	12.1%	-10.4%	3.4%	-13.3%	4.0%	-15.0%	0.0%	2.8%
Cc1ccc(S(=O)(=O)CC(C)(O)CS(=O)(=O)c2ccc(C)cc2)cc1	1.1%	11.9%	343.5%[activator]	0.1%	-8.9%	11.7%	5.9%	1.1%	4.9%
O=C1/C(=C\c2ccccc2)SC(=S)N1CCC(=O)N1CCCCC1CCO (stereo not given)	3.3%	3.4%	0.5%	-4.8%	-18.0%	9.7%	-7.7%	0.9%	-0.1%
Cc1cccc(C(=O)NNC(=S)NC(=O)c2ccccc2)c1	/	-1.2%	121.6%[activator]	0.1%[57.1 µM]	-3.2%	-5.7%[57.1 µM]	-33.0%	-3.3%	9.0%
Fc1ccc2[nH]c3c(c2c1)CN(C(=S)NCc1ccccc1)CC3	-1.6%	-6.8%	172.7%[activator]	-10.2%[57.1 µM]	-14.9%	-4.6%[57.1 µM]	-6.9%	-1.4%	-4.0%
O=C(NCc1ccccc1F)c1sc2ncccc2c1-n1cccc1	4.4%	-7.4%	-5.4%	0.4%[57.1 µM]	?	20.0%[57.1 µM]	-7.9%	-6.5%	1.7%
O=C1NC[C@H](Cc2ccccc2)N(CC2CCN(CCc3ccccc3)CC2)C1=O	/	1.0%	-5.7%	-9.0%	-6.4%	-6.0%	17.6%	3.7%	-4.0%
Cc1ccccc1-n1c(SCC(=O)N/N=C/c2sccc2C)nc2ccccc2c1=O	5.9%	-7.3%	-11.9%	-4.6%	-18.7%	?	-25.1%	0.0%	2.6%
CC(=O)NCCc1nc2cc(NC(=O)Nc3ccccc3)ccc2n1C	2.0%	2.2%	11.0%	5.2%	-12.4%	0.8%	-33.3%	-0.2%	0.0%
CC(=O)Nc1ccc(NC(=O)c2cccc(-c3cc4ccccc4oc3=O)c2)cc1	-1.1%	1.2%	1.2%	2.2%[57.1 µM]	-15.1%	21.7%[57.1 µM]	4.6%	-0.2%	-0.5%
Clc1ccc(Cn2c(/C=C/c3ccco3)nc3ccccc32)cc1	-0.3%	-2.4%	17.8µM*	12.6%	-22.0%	44.7µM*	?	-13.4%	1.3%

Source: PubChem BioAssay
